# mIAP activ – mouse IAP activation; muIAP, CDP-Star luminescence, 30 min; hits give high values; 1 = vehicle-only enzyme signal, 0 = enzyme-free wells; activation factor at 10 µM; 330,000 compounds, 0.24% hits; AID 2805;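 active = activation factor of at least 2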; also: the source names both 10 and 20 µM as test concentration; values of inactives mirror those of a sister screen read the other way
#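 System: Mouse IAP enzyme | Also added: CDP-Star substrate | Dosing: Compounds dispensed in DMSO | Schedule: 30 min enzyme-substrate-compound incubation at room temperature | Technique: Chemiluminescence readout | Control set: DMSO-only wells and no-enzyme negative control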
# hIAP inh – blocks human intestinal alkaline phosphatase | P09923 | purified IAP, CDP-Star luminescence, 30 min | inhibition, % at 10 µM | 330,000 compounds, 0.12% hits;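 active = inhibition reaching a set limit with compound at 10 µM in the primary screen, cut at about 35% in these data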;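 also: plate controls were DMSO wells with enzyme for no effect and no-enzyme buffer wells for full effect; values of inactives mirror those of a sister screen read the other way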
# A3A deaminase – inhibitors of human APOBEC3A DNA deaminase; P31941; recombinant A3A, FAM/TAMRA ssDNA deamination fluorescence; inhibition, % at 20 µM; 330,000 compounds, 0.41% hits;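 active = at least 40% inhibition at 20 µM here, with at most 30% in a related deaminase screen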;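 also: plate controls were A3A with DMSO for no effect and wells lacking A3A enzyme for full effect; some results filed as inactive read as strong as hits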
# Target sequence (P31941 whole entry, looked up): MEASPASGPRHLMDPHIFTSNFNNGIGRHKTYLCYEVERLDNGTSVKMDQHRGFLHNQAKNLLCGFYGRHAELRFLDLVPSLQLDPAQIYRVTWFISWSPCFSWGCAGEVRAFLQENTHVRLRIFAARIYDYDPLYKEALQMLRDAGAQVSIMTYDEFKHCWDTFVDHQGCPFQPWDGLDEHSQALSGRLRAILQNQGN
# HKDC1 inhibitor – HKDC1 (human) hexokinase inhibition; Q2TB90; recombinant HKDC1, G6PDH/diaphorase resazurin coupled fluorescence; inhibition, % at 20 µM; 340,000 compounds, 0.16% hits; AID 493160;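 active = inhibition above about 35% when tested at 20 µM, limit read from the data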;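 also: plate controls were DMSO wells with enzyme for no effect and DMSO wells lacking enzyme for full effect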
#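 Assay system: in-house recombinant HK5 (HKDC1) enzyme. Input: HKDC1 at 5 µg/mL. Medium: Tris pH 8.0 buffer with MgCl2, Tween-20, BSA, BME. Dosing: single 20 µM dose. Schedule: 90 min reaction incubation at room temperature, dark. Signal: resazurin-to-resorufin fluorescence via G6PDH and diaphorase coupling, 525/613 nm. Controls: DMSO-enzyme wells negative, buffer-substituted wells positive.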
# PfG6PD inh – PfG6PD (Plasmodium falciparum) enzyme inhibition | 350,000 compounds, 0.78% hits | AID 504690 | inhibition, % at 20 µM | PfGluPho enzyme, NADPH resazurin-diaphorase fluorescence;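 active = inhibition reaching at least a set limit at 20 µM in the primary screen, cut at about 59% in these data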;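 also: 0% = DMSO wells with substrate and 100% = DMSO wells lacking glucose-6-phosphate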
# mIAP inh – mouse IAP inhibition; AID 2806; purified mouse IAP, CDP-Star luminescence, 30 min; inhibition, % at 10 µM; 330,000 compounds, 0.2% hits;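 active = inhibition of at least 40% at 10 µM in the primary screen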;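 also: plate controls were DMSO with enzyme for no effect and no enzyme wells for full effect; values of inactives mirror those of a sister screen read the other way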
# hIAP activ – increases human intestinal alkaline phosphatase activity; P09923; purified human IAP, CDP-Star luminescence, 30 min; hits give high values; 1 = vehicle-only enzyme, 0 = enzyme-free background; activation factor at 10 µM; 330,000 compounds, 0.16% hits; AID 2524;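 active = activation factor of the enzyme at least 2-fold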; also: the source names both 10 and 20 µM as test concentration; values of inactives mirror those of a sister screen read the other way
# ATG4B inh – inhibitors of human ATG4B cysteine protease; ATG4B cleavage of LC3-PLA2, NBD-HPC fluorescence, 1 h; 340,000 compounds, 0.51% hits; inhibition, % at 8.33 µM; AID 504462; Q9Y4P1; in the data active = inhibition above about 40%
# Target sequence (Q9Y4P1 whole entry, looked up): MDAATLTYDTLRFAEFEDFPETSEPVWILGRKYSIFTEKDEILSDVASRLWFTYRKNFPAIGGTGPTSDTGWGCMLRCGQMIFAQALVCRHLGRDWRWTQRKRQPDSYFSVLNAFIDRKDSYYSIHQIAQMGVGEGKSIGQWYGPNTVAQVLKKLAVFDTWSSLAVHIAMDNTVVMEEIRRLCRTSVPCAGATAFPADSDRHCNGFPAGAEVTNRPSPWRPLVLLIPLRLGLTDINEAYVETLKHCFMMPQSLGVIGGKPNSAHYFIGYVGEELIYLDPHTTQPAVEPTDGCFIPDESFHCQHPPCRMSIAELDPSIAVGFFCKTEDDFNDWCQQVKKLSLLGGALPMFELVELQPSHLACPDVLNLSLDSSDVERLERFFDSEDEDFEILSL
# The depositor's hits bear a star. Not a hit list; any-hit rate near 2.4%.
SMILES,mIAP activ,hIAP inh,A3A deaminase,HKDC1 inhibitor,PfG6PD inh,mIAP inh,hIAP activ,ATG4B inh
Cc1ccc(NC(=O)N2CCC(NC(=O)c3ccco3)CC2)cc1,1.1,-2,8,-4,-15,-7,1,-5
Cc1nc(-c2ccc(O)c(O)c2)cs1,1,18,5,4,28,-3,0.82,-7
Nn1c(=S)[nH]nc(Cc2ccc(O)cc2)c1=O,1,13,1,-5,-7,-3,0.87,-6
COc1ccc(C(=O)CSc2nc(C)cc(C)n2)cc1C,1,-32,3,0,-6,-4,1.3,-5
Cc1ccc(-n2c(C)cc(=O)cc2C)c(C)c1,0.9,3,0,-11,16,10,0.97,0
CCOc1ccc(NC(=O)Cn2nnc(C(=O)NCc3ccccc3OC)c2N)cc1,0.96,-3,3,-4,-6,4,1,-12
COc1ccc(N2CCN(C(CNC(=O)C(=O)NC3CCCC3)c3ccco3)CC2)cc1 (stereo not given),1.1,-12,-1,7,-1,-6,1.1,6
Cc1onc(-c2c(Cl)cccc2Cl)c1C(=O)Nc1ccc2c(c1)OCO2,1,7,-2,9,4,-2,0.93,-19
C[C@H]1CCC[C@@]2(O[C@@H](CCO)C[C@H](O)[C@H]2O)O1,0.98,-3,-1,-5,1,2,1,-5
CCN(CC)CCNC(=O)C1(O)c2cc(Br)ccc2NC(=O)N1c1ccc(Cl)cc1 (stereo not given),1.1,8,3,2,5,-6,0.92,-8
Cc1ccsc1/C=C1\SC(N2CCOCC2)=NC1=O,0.92,-6,-20,-6,4,8,1.1,-7
Cc1cc(=O)[nH]c(N/N=C/C(C)c2ccccc2)n1 (stereo not given),0.96,7,-4,-3,42,4,0.93,-5
Cc1ccc(C(=O)/C=C\NCc2ccccc2)cc1,1.1,-1,-2,-4,19,-14,1,20
COc1ccc(N2CCN(CCCNC(=O)CN3CCN(Cc4ccccc4C)C3=O)CC2)cc1,0.96,6,3,-8,-11,4,0.94,-9
CCn1ncc(CN2CCN(C(=O)Nc3ccccc3C(=O)OC)CC2)c1C,0.97,-6,-1,4,-10,3,1.1,-16
COc1ccc(S(=O)(=O)N2CCCCCC2)cc1C(=O)N(C)CC(=O)Nc1ccccc1Br,0.99,10,0,-3,-9,1,0.9,-5
Cc1cc2c(cc1S(=O)(=O)NCc1ccccc1)OCC(=O)N2,0.85,8,-3,5,-18,15,0.92,-2
COc1ccc(Cc2nc3ccc(C(=O)N(C)C(C)c4ccon4)cc3o2)cc1 (stereo not given),1.1,13,1,-2,6,-10,0.87,-11
O=C(NCCOc1ccccc1F)c1cc(F)c(F)cc1Cl,1.1,-2,0,-6,10,-5,1,2
COc1ccc(CNCC(O)COCc2cccs2)cc1 (stereo not given),1.1,26,-1,-8,3,-7,0.74,6
CCc1ccc(N(C(=O)c2snc(C(N)=O)c2N)C(C(=O)NCCC(C)C)c2c[nH]c3ccccc23)cc1 (stereo not given),1,3,2,-6,0,-2,0.97,-1
COc1cc(CN2CCN(C(=O)c3ccc(-c4ccccc4)cc3)CC2)cc(OC)c1OC,0.98,9,1,-4,7,2,0.91,-34
CC1CCC(NC(=O)CCS(=O)(=O)c2ccc3c(c2)CC(C)N3C(=O)C2CC2)CC1 (stereo not given),1.1,-24,-2,13,-10,-11,1.2,0
COc1cc(/C=N/NC(=O)c2ccc(Cl)c(S(N)(=O)=O)c2)ccc1OCC(N)=O,0.89,-8,-3,-9,2,11,1.1,1
CC(=O)Nc1nc(C)c(-c2csc(Nc3ccc(S(N)(=O)=O)cc3)n2)s1,0.94,2,-6,-7,15,6,0.98,-20

# Filtered by structure: the entries above with a thiophene ring, fused or not.
SMILES,mIAP activ,hIAP inh,A3A deaminase,HKDC1 inhibitor,PfG6PD inh,mIAP inh,hIAP activ,ATG4B inh
Cc1ccsc1/C=C1\SC(N2CCOCC2)=NC1=O,0.92,-6,-20,-6,4,8,1.1,-7
COc1ccc(CNCC(O)COCc2cccs2)cc1 (stereo not given),1.1,26,-1,-8,3,-7,0.74,6

# Arranged by molecular weight (lowest first): three of the compounds above.
SMILES,mIAP activ,hIAP inh,A3A deaminase,HKDC1 inhibitor,PfG6PD inh,mIAP inh,hIAP activ,ATG4B inh
Cc1ccsc1/C=C1\SC(N2CCOCC2)=NC1=O,0.92,-6,-20,-6,4,8,1.1,-7
O=C(NCCOc1ccccc1F)c1cc(F)c(F)cc1Cl,1.1,-2,0,-6,10,-5,1,2
COc1cc(/C=N/NC(=O)c2ccc(Cl)c(S(N)(=O)=O)c2)ccc1OCC(N)=O,0.89,-8,-3,-9,2,11,1.1,1

# Additional results.
SMILES,mIAP activ,hIAP inh,A3A deaminase,HKDC1 inhibitor,PfG6PD inh,mIAP inh,hIAP activ,ATG4B inh
CC1=C(C(N)=O)C(c2ccc(C)o2)C(C(N)=O)=C(C)N1,1,-4,0,0,8,-1,1,-3
CCOc1ccc(N/C(C)=C/C(=O)c2ccc(C)o2)cc1,0.94,-1,-1,-2,1,6,1,10
COC(=O)C1=C(C(=O)OC)[C@@H]2Nc3ccccc3[C@@]23C[C@@H](C(=O)OC)N(C(C)=O)C3=N1,0.97,6,-4,-3,14,3,0.94,-9
C[C@H]1CN=C(Nc2ccccc2)N1CC1CCCCCC1,1,7,6,-2,-2,-4,0.93,3
Cc1occc1C(=O)N1CCCC(N2CCN(c3cccc(Cl)c3)CC2)C1 (stereo not given),0.95,-23,4,-3,-5,5,1.2,4
COc1cc(S(=O)(=O)N(Cc2cccs2)C2CC2)ccc1-n1cnnn1,0.96,9,-3,-4,9,4,0.91,1
COc1ccc(-n2ncc3c(=O)n(CC(=O)NC(C)C)cnc32)cc1,0.99,-16,3,-4,-9,1,1.2,0
O=C(CN1CCN(c2cccc(C(F)(F)F)c2)CC1)N(C1CC1)C1CCS(=O)(=O)C1 (stereo not given),1.1,2,3,1,-7,-10,0.98,4
CSc1nsc(/C=C/Nc2ccc(C)cc2)c1C#N,0.92,11,-3,8,3,8,0.89,6
COc1ccc(-n2c(SCC(=O)C(C)(C)C)nc3c(sc(=S)n3-c3ccccc3)c2=O)c(OC)c1,0.88,3,1,-14,78*,12,0.97,-4
CC(C)(C)c1cc(NS(=O)(=O)c2ccc3c(c2)OCCO3)on1,0.98,0,-4,-6,-27,2,1,-5
NC(=O)CSc1nc2cc([N+](=O)[O-])ccc2n1-c1cccc(C(F)(F)F)c1,0.96,9,-2,-7,22,4,0.91,-5
Cc1[nH]c2c(C(=O)N3CCCC(CCC(=O)NCc4ccccc4F)C3)cccc2c1C (stereo not given),1.1,3,-1,-1,6,-8,0.97,-13
CC(c1nccs1)N(C)c1nc2nonc2nc1NC1CC1 (stereo not given),1,-10,-9,-1,-1,-1,1.1,26
CCOC(=O)N1CCN(C(=O)CCl)CC1,1,-6,1,0,0,-1,1.1,-4
O=C(NCCCn1ccnc1)C(=O)c1cn(CC(=O)N2CCCCCC2)c2ccccc12,0.98,1,-3,4,-1,2,0.99,-5
Cc1cc(C)c(S(=O)(=O)N2CCN(c3ccc([N+](=O)[O-])c(NCc4ccco4)c3)CC2)c(C)c1,1,-1,-2,-3,-3,0,1,-24
CSc1ccc(CN2CCC(n3nccc3NC(=O)c3ccccc3C)CC2)cc1,1.3,-22,-2,3,10,-26,1.2,-10
C=C(c1cccc2ccccc12)P(=O)(O)O,0.88,-2,0,-6,-39,12,1,5
O=C(O)c1cnn(-c2nc(-c3cccc([N+](=O)[O-])c3)cs2)c1C(F)(F)F,0.97,14,-2,5,-16,3,0.86,6
O=c1[nH]c2cc3c(cc2cc1CN(Cc1nnnn1CC1CCCO1)C1CCCCC1)OCO3 (stereo not given),0.86,-5,4,2,-4,14,1.1,-5
CN(C)S(=O)(=O)Oc1ccccc1C(=O)Nc1ccc(F)cc1,0.93,19,-2,-5,-3,8,0.81,-1
CN(C)c1ccc(/C=N/NC(=O)c2sccc2-n2cccc2)cc1,1,-7,-2,-3,-9,-1,1.1,-5
CC(=O)N(C1=C(N)C(=O)c2ccccc2C1=O)C(C)C,0.96,4,2,8,12,4,0.96,-4
C/C(=C\[C@@H](NP(=O)(c1ccccc1)c1ccccc1)c1ccccc1)CO[Si](c1ccccc1)(c1ccccc1)C(C)(C)C,1.4,3,-4,1,19,-45,0.97,-1
SMILES,mIAP activ,hIAP inh,A3A deaminase,HKDC1 inhibitor,PfG6PD inh,mIAP inh,hIAP activ,ATG4B inh
OCCC1CN(Cc2ccc3cc(Cl)ccc3n2)CCN1Cc1ccsc1 (stereo not given),1.1,-2,-5,4,12,-5,1,-10
CC(C)Cc1nnc(NC(=O)c2cc(-c3ccncc3)nc3ccccc23)s1,0.92,-8,4,5,-21,8,1.1,4
CC(C)N1CCc2c(sc(NC(=O)c3cc4cc([N+](=O)[O-])ccc4s3)c2C(N)=O)C1,0.86,24,-5,24,18,14,0.77,-14
CCCCC(=O)NC(Nc1sc2c(c1C(N)=O)CCCC2)(C(=O)OCC)C(F)(F)F (stereo not given),1,-7,2,-5,6,-4,1.1,1
Cc1c(Br)c(C(=O)NNC(=O)c2ccc(C(C)(C)C)cc2)nn1C,1,15,-1,-2,-7,0,0.85,-6
O=C(NCc1cccs1)c1cc(-c2cccs2)on1,0.88,15,4,1,-8,12,0.85,-1
Cc1ccc2cc(COC(=O)c3ccncc3)c(=O)[nH]c2c1,0.96,22,19,-7,6,4,0.78,-4
C=CCNC(=O)CC12CC3CC(C1)CC(CC(=O)NCC=C)(C3)C2,1,5,4,-12,10,0,0.95,-2
Cc1[nH]c(=O)[nH]c(=O)c1/C=N/NC(=O)[C@H](C)NC(=O)OC(C)(C)C,0.99,-46,-1,3,1,1,1.5,16
CC1CCCN(S(=O)(=O)c2ccc(NC(=O)CN3C(=O)NC(C)(c4ccccc4)C3=O)cc2)C1 (stereo not given),1.1,-8,10,1,-2,-10,1.1,-10
CC(=O)NC(C)C12CC3CC(CC(CC(=O)O)(C3)C1)C2 (stereo not given),0.99,-15,-4,7,-6,0,1.2,1
CCS(=O)(=O)N1CCN(c2cnn(-c3ccccc3)c(=O)c2Cl)CC1,0.95,-1,0,-11,-8,5,1,-5
Cc1noc(C(=O)Nc2cccc(O)c2)c1Cl,0.93,16,1,-8,-3,7,0.84,6
CS(=O)(=O)Nc1ccc(C(=O)N2CCCCC2)cc1,1,-1,0,-6,7,-5,1,-13
CSc1nc2cc(S(=O)(=O)N3CCCCC3)ccc2s1,1,-9,-1,-3,11,0,1.1,4
COc1ccc(C(OC(=O)c2ccco2)C(=O)NCc2ccco2)cc1 (stereo not given),1,11,-2,2,0,-1,0.89,-10
C[C@H](C(=O)CC(=O)OC(C)(C)C)[C@H](O)c1ccccc1,0.92,14,-1,4,8,8,0.86,-10
COC(=O)[C@@H]1[C@@H](C)N(Cc2ccccc2)C(=O)N[C@H]1c1cccc(C(F)(F)F)c1,0.99,-2,-2,1,-7,0,1,-7
CCCC(=O)n1nc(-c2ccccc2)nc1N,0.77,-8,-5,-2,1,24,1.1,-9
COC(=O)c1cc(N2CCNCC2)nc2ccccc12,0.92,-2,0,-5,4,8,1,-3
COC(=O)c1ccc(C#Cc2ccccc2)o1,0.89,7,-2,-4,5,11,0.93,5
Cc1cccc(N=C2NC(=O)/C(=C/c3cn(C)c4ccccc34)S2)c1,0.9,-21,4,0,4,10,1.2,15
COc1ccc(NC(=O)Nc2ccc3c(c2)C(=O)N([C@@H](C)CO)C[C@@H](C)[C@@H](CN(C)S(=O)(=O)c2cccs2)O3)cc1,3.1*,2,-2,0,-1,-214,0.98,-12
O=C(NCCCNC(=O)c1c(F)cccc1F)c1c(F)cccc1F,1,2,-2,-2,-21,-1,0.98,5

# From PubChem
